# Source: PubChem
# Epigenetic derep: Quantitative High-Throughput Screen for Regulators of Epigenetic Control; murine LDR cells, GFP reporter derepression, 30 h; Potency, µM (titrated, usually from 53.9 µM), for the others: top-dose GFP activation, usual class: activators; 0.2% of 280,000 active; AID 1865, 2009; note: % of control where 0% means no effect; nearly all actives have a fitted effect of over 60% in size
#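 Readout is the number of GFP-expressing murine LDR cells, counted by cytometry following washing. Cells were treated with compound for 30 h at 37 C; the stably integrated CMV-GFP locus is normally silent.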
# RGS12 GoLoco inh: qHTS Assay for Inhibitors of RGS12 GoLoco Motif Activity (Red Fluorophore); Guanine nucleotide-binding protein G(i) subunit alpha-1 (Homo sapiens), P63096; Gai1:RGS12 GoLoco peptide FP, rhodamine, 10 min; Potency, µM (doses to about 61.6 µM), for the others: top-dose activity, negative = inhibition, usual class: inhibitors; 0.44% of 230,000 active; active = well fitted inhibition curve with a large enough effect, not every such curve was filed as active; inactive = no such curve, though single readings can be large or run the other way; note: % is set by controls: 0 for no effect and ±100 for the full control effect; nearly all actives have a fitted effect of over 30% in size; many of its hits are not listed in these tables
# Target sequence (P63096 whole entry, looked up): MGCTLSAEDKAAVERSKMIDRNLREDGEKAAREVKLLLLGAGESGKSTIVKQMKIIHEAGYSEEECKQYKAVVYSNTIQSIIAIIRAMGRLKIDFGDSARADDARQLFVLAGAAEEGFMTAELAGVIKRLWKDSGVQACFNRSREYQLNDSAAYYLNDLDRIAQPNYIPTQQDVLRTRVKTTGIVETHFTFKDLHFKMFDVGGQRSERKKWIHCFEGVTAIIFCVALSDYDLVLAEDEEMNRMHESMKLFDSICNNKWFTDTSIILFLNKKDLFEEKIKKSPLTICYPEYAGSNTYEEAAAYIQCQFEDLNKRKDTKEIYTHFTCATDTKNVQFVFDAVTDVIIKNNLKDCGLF
# SMN2 splice up: qHTS Assay for Enhancers of SMN2 Splice Variant Expression | HEK293 SMN2-luciferase splicing reporter, luminescence, 30-36 h | Potency, µM (series often up to 46.1 µM), for the others: top-dose activity change, positive = activation, hits mostly activators | 2.8% of 210,000 active | AID 1458, 2008; note: % of control where 0% means no effect; nearly all actives have a fitted effect of over 55% in size
#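 HEK293 cells carry an SMN2 minigene-luciferase reporter in which exon 7 inclusion puts luciferase in frame. Cells were seeded at 2000 cells/well, attached for 10-12 hours, then exposed to compounds for 30-36 hours at 37C before ONE-Glo luminescence.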
# KDM4E inh: qHTS Assay for Inhibitors of Human Jumonji Domain Containing 2E (JMJD2E); Lysine-specific demethylase 4E (Homo sapiens), B2RXH2; JMJD2E catalytic domain, FDH-coupled NADH fluorescence (FDH is formaldehyde dehydrogenase); Potency, µM (top dose mostly 57.1 µM), for inactives: at the highest dose activity change, negative = inhibition, actives largely listed as inhibitors; 1.6% of 230,000 active; AID 2147, 2009; active = well fitted inhibition curve with a large enough effect, not every such curve was filed as active; inconclusive = small, poorly fitted or top-dose-only effect, or another doubt; inactive = no such curve, though single readings can be large or run the other way;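 note: 0% = wells with enzyme and -100% = buffer wells without enzyme; nearly all actives have a fitted effect of over 50% in size; many of its hits are not listed in these tables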
# Target sequence (B2RXH2 1-337 limits assumed): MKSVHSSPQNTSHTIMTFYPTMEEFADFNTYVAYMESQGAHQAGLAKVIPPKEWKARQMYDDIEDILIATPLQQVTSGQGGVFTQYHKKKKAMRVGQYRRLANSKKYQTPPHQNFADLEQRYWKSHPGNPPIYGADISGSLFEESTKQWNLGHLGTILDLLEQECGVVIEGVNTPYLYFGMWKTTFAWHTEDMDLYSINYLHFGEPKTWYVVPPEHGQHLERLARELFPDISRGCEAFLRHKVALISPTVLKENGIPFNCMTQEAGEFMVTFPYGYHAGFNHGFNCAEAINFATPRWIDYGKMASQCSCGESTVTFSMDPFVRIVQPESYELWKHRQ
# RECQ1 helicase: qHTS Assay for Inhibitors of RecQ-Like Dna Helicase 1 (RECQ1); ATP-dependent DNA helicase Q1 (Homo sapiens), P46063; RECQ1 DNA unwinding, red fluorescence kinetic read; Potency, µM (series often up to 57.3 µM), for inactives: at the highest dose activity, negative = inhibition, actives largely listed as inhibitors; 0.54% of 240,000 active;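 note: plate controls were vehicle for no effect and no enzyme for full effect; nearly all actives have a fitted effect of over 30% in size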
#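 50 nM RECQ1T1 preincubated 15 min with compound in Tris pH 8.0 buffer with MgCl2, DTT, Tween-20 and 2.5 ug/ml poly(dI-dC); started with 200 nM TAMRA/BHQ-2 forked duplex and 2 mM ATP. Unwinding read as fluorescence (525/598 nm), two reads 2 h apart.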
# NPSR antagonist: qHTS Assay for Antagonists of the Neuropeptide S Receptor: cAMP Signal Transduction; Q6W5P4; CHO-NPSR cells, cAMP TR-FRET, antagonist mode; Potency, µM (titrated, usually from 38.3 µM), without a hit: top-dose activity change, negative = inhibition, hits mostly inhibitors; 1% of 220,000 active; note: % is set by controls: 0 for no effect and ±100 for the full control effect; nearly all actives have a fitted effect of over 50% in size; many of its hits are not listed in these tables
# Target sequence (Q6W5P4 whole entry, looked up): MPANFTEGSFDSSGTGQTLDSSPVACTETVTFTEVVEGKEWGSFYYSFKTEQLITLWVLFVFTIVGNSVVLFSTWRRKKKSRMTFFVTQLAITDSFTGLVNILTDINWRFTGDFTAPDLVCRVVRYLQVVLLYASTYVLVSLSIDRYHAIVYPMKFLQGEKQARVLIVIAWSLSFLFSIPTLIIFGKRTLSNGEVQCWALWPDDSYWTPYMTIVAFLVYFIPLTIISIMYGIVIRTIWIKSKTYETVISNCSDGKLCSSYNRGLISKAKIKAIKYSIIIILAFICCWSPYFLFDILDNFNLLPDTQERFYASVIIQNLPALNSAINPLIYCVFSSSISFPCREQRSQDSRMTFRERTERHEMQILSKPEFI
# Luc counter: Counterscreen for Luciferase (Kinase-Glo TM) Inhibition | Luciferin 4-monooxygenase (Photuris pensylvanica), Q27757 | Kinase-Glo luciferase, ATP luminescence, 8 min | Potency, µM (titrated, usually from 38.3 µM), for inactives: at the top dose activity change, negative = inhibition, hits mostly inhibitors | 0.28% of 200,000 active; note: % is set by controls: 0 for no effect and ±100 for the full control effect; nearly all actives have a fitted effect of over 60% in size
#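 Inhibition of Kinase-Glo luciferase light generation was assessed at 10 uM ATP in pH 7.2 imidazole buffer, with luminescence measured after eight minutes at ambient temperature.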
# IMPase Li inh: qHTS Assay for Identifying the Cell-Membrane Permeable IMPase Inhibitors: Potentiation with Lithium | CHO-M1 cells, IP1 TR-FRET (IP-One), carbachol + lithium | Potency, µM (doses to about 59.4 µM), inactives show at the highest dose activity, negative = IMPase inhibition, actives largely listed as inhibitors | 0.35% of 210,000 active | AID 1457, 2008;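 note: IP1 builds up when IMPase is blocked and the TR-FRET signal falls; plate controls were basal vehicle for no effect and high inhibitor control for full effect; nearly all actives have a fitted effect of over 50% in size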
#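 Steps: plate 2000 CHO-M1 cells per well and culture 16–30 h; add compound and lithium; incubate 30 min, 37C; add d2-IP1 tracer and Eu cryptate anti-IP1 antibody in lysis buffer; read after 10 min at room temperature.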
# * marks the source's active call; other numbers are inactive results; i = inactive; ? = inconclusive; / = not tested or not shown; [ ] = remark or other dose. Unless noted, calls come from the whole dose curve; as a rule, active = well fitted curve in the direction sought with a large enough effect; inconclusive = small, poorly fitted or top-dose-only effect, or another doubt; inactive = no such curve, though single readings can be large; an effect the other way counts as inactive or inconclusive. Potency is the fitted concentration of half-maximal effect.
SMILES,Epigenetic derep,RGS12 GoLoco inh,SMN2 splice up,KDM4E inh,RECQ1 helicase,NPSR antagonist,Luc counter,IMPase Li inh
Cc1ccc(C)c(S(=O)(=O)ON2C(=O)c3ccccc3C2=O)c1,?,/,/,?,-10%,-20%[46.1 µM],/,/
O=C(NNC(=O)c1ccccc1Cl)c1ccncc1,1.0%,3%,-2%,-5%,-4%,13%,-1%,-1%
CC1=CC(C)C2COC(c3ccc[n+](C)c3)C1C2C (stereo unspecified),0.0%,28µM*,-14%[1.84 µM],-2%,-2%,19%,3%,13%
Cc1nc2ccc(NC(=O)Cc3cccs3)cc2s1,0.0%,-8%,?,-1%,i,-6%[46.1 µM],-1%,6%[38.3 µM]
CNC(=O)COc1ccc(S(=O)(=O)Nc2ccccc2)cc1,-0.1%,1%,/,-2%,?,-12%,/,-1%
Cc1ccc2c(c1)nc(NCCCO)n2C,0.7%,-1%,-3%,-2%,-11%,2%[46.1 µM],-1%,14%[38.3 µM]
COc1ccc(-n2c(Cc3cccn3C)nnc2SCC(=O)N2CCCC2)cc1,-1.0%,6%,13%,-4%,-2%,13%,2%,-2%
CCCn1c(SCC(=O)NC23CC4CC(CC(C4)C2)C3)n[nH]c1=O,0.0%,/,/,?,-5%,-5%[46.1 µM],/,/
O=C(Cc1ccccc1[N+](=O)[O-])NCCC1=CCCCC1,-1.1%,6%,7%,8%,i,13%,0%,3%
CCOC(=O)C1=C(C(F)(F)F)Nc2ncnn2C1c1cc(OC)c(OC)cc1OC (stereo unspecified),-1.9%,6%,-4%,-1%,i,0%,0%,-17%
COc1ccc2c(c1)O[C@@H](c1ccc3c(c1)OCO3)[C@H](OC(=O)NS(=O)(=O)c1ccc(C)cc1)C2=O,-1.1%,5%,12%,-13%,-2%,/,0%,21%
CCC(=O)N1CCn2c1nc1ccccc12,0.0%,10%,23%,1%,-7%,4%[46.1 µM],-3%,-7%[38.3 µM]

# Among those listed so far, three contain an aryl methoxy group.
SMILES,Epigenetic derep,RGS12 GoLoco inh,SMN2 splice up,KDM4E inh,RECQ1 helicase,NPSR antagonist,Luc counter,IMPase Li inh
COc1ccc(-n2c(Cc3cccn3C)nnc2SCC(=O)N2CCCC2)cc1,-1.0%,6%,13%,-4%,-2%,13%,2%,-2%
CCOC(=O)C1=C(C(F)(F)F)Nc2ncnn2C1c1cc(OC)c(OC)cc1OC (stereo unspecified),-1.9%,6%,-4%,-1%,i,0%,0%,-17%
COc1ccc2c(c1)O[C@@H](c1ccc3c(c1)OCO3)[C@H](OC(=O)NS(=O)(=O)c1ccc(C)cc1)C2=O,-1.1%,5%,12%,-13%,-2%,/,0%,21%

# Following part.
SMILES,Epigenetic derep,RGS12 GoLoco inh,SMN2 splice up,KDM4E inh,RECQ1 helicase,NPSR antagonist,Luc counter,IMPase Li inh
Fc1ccc(-c2csc(N3CCC(c4ccccc4)C3)n2)cc1 (stereo unspecified),4.3%,4%,?,8%,-1%,-18%[46.1 µM],-6%,15%[38.3 µM]
NC(=S)N/N=C/c1ccc2ccccc2c1,-0.1%,3%,25%,-3%,-1%,4%,-1%,1%
O=C(CSc1ccc2nnc(-c3cccs3)n2n1)N1CCCC1,-2.6%,-12%,5%,?,-17%,-8%,3%,12%
CCN1CCN(CC(O)COc2cccc(OC)c2)CC1 (stereo unspecified),-0.9%,-4%,-19%,4%,i,11%[46.1 µM],-1%,-16%[38.3 µM]
CC1(C)C(c2cccs2)=[N+]([O-])C2(CCCCC2=O)N1O (stereo unspecified),0.0%,25%,/,4%,-12%,49%,1%,23%
CCOc1ccc(S(=O)(=O)Nc2ccc(O)c(Sc3ncn[nH]3)c2)cc1,-3.1%,-22%,-30%[inhibitor],0%,-3%,-22%[46.1 µM],1%,3%
CCCCc1ccc(NC(=O)C(C)CC)cc1 (stereo unspecified),2.1%,19%,/,-5%,i,54%,?,5%
CC1(C)CC(=O)C(=Cc2cn(CCC#N)nc2-c2ccc(F)cc2)C(=O)C1,-2.0%,11%,-5%,0%,-2%,-10%,-2%,-9%
CCCCOc1ccc(C(=O)N2CCC(C)CC2)cc1,-1.1%,3%,-6%,-7%,1%,-23%[46.1 µM],2%,21%[38.3 µM]
COc1cc(/C=C2\SC(=O)N(c3ccccc3Cl)C2=O)cc([N+](=O)[O-])c1O,-0.6%,-3%,/,-13%,?,?,-3%,6%
COc1cccc(CC(=O)N2CCCC(CCC(=O)N3CCN(c4ccccn4)CC3)C2)c1 (stereo unspecified),-0.1%,11%,/,6%,i,-6%,2%,1%
CC(=O)c1ccc(C)cc1OC(=O)c1cccc(F)c1,0.0%,5%,10%,-5%,-6%,3%,1%,1%
Cc1cc(C)c2c(N)c(C(=O)N/N=C/c3cccnc3)sc2n1,-0.1%,1%,/,-25%,2%,-6%,/,/
COc1ccc(CN(CC2CCC(C(=O)O)CC2)C(=S)Nc2ccccc2C)cc1 (stereo unspecified),-0.4%,-4%,/,12%,i,-25%,/,-3%
CCO[C@@H]1OC(C(=O)N2CCOCC2)=C[C@H](c2ccc(C(F)(F)F)cc2)[C@H]1CCCO,1.5%,2%,/,-2%,2%,15%,/,-3%
Cc1oc(-c2cccs2)nc1CN1CCC(C(=O)N2CCCC2)CC1,-1.2%,16%,/,?,-9%,-21%,1%,6%
Cc1ccc(Nc2nc(-c3sc(NC(=O)c4cccc(Cl)c4)nc3C)cs2)cc1,-1.9%,8%,-11%,-6%,-2%,-2%[46.1 µM],-4%,7%[38.3 µM]
COCCn1c(=O)[nH]c2cc(C(=O)Nc3cccc(F)c3)ccc2c1=O,0.0%,4%,23%,-3%,i,-9%,-2%,1%
CCCOc1ccc(C(=O)NCC(c2cccs2)N(C)C)cc1OC (stereo unspecified),-0.9%,0%,2%,5%,-4%,-1%,2%,17%
CCOC(=O)CN(C(=O)COc1nc(-c2ccccc2)cc(C)c1C#N)c1ccc(F)cc1,6.1%,-4%,/,?,-9%,24%,/,/
COc1cc(N)c(Cl)cc1Cl,3.4%,18%,10%,4%,-1%,12%,0%,0%
COCCNC(=S)N1CCC(Cc2ccccc2)CC1,4.5%,-10%,/,6%,i,-1%,1%,2%
COC(=O)c1[nH]c2cc(OC)ccc2c1NC(=O)CN1CCC(C(N)=O)(N2CCCCC2)CC1,0.0%,-39%,3%,3%,2%,-8%,2%,16%
CC(=O)NNC(=S)Nc1cccc(F)c1,0.1%,5%,/,1%,-6%,-14%,/,/
O=C(NCc1cn2ccsc2n1)c1cccs1,-1.3%,1%,-7%,-1%,-13%,2%[46.1 µM],0%,-14%[38.3 µM]
COc1cccc(CN2CCN(Cc3cccc4nonc34)CC2CCO)c1 (stereo unspecified),-0.1%,1%,/,-8%,i,-7%,2%,3%
FC(F)(F)c1ccc2c(c1)N1CCCC1CN2 (stereo unspecified),9.4%,70%[activator],/,1%,-1%,30%,-16%,30%
CCC(=O)OC1(C)C(=O)C=C2C=C(/C=C/COC)OC=C2C1=O (stereo unspecified),-0.1%,4%,4%,-9%,-9%,/,0%,-4%
CCc1cccc(C)c1NC(=O)CN1C(=O)NC(Cc2ccccc2)C1=O (stereo unspecified),-1.5%,-4%,5%,-2%,i,6%,1%,-1%
COc1ccc(C(c2c(NC(C)=O)sc3c2CCCC3)N2CCN(CCO)CC2)cc1OC (stereo unspecified),-0.2%,2%,-16%,-20%,11%,-47%,4%,3%
COC(=O)CSc1nnc(-c2sc3cc(OC)ccc3c2Cl)n1C,-1.9%,7%,/,-3%,4%,-13%[46.1 µM],-1%,32%[38.3 µM]
CCCCCCOc1ccc(N2C(=O)CC(NCc3ccc(S(N)(=O)=O)cc3)C2=O)cc1 (stereo unspecified),-1.0%,4%,/,6%,i,-7%,/,/
Fc1ccc(NC(=S)Nc2ccc(Cl)cc2Cl)cc1,-0.1%,10%,-6%,-2%,i,-15%,1%,2%
Cc1nnc(-c2ccc(Cl)cc2)[nH]c1=O,-1.7%,-5%,/,-7%,-9%,1%,2%,-1%
O=C(Nc1cccnc1)C1CC(c2ccccc2O)=NO1 (stereo unspecified),0.1%,-1%,3%,1%,-10%,5%[46.1 µM],-3%,19%[38.3 µM]
O=C1NC(=O)/C(=C/c2cccc([N+](=O)[O-])c2)N1,0.2%,9%,/,6%,-1%,14%,/,/
COc1ccc(Nc2nc(Nc3ccc(OC)cc3OC)nc(N3CCN(C)CC3)n2)c(OC)c1,-1.6%,0%,-11%,-1%,0%,-16%,-1%,9%
NC(=O)c1ccc(NC(=O)COC(=O)c2cccc(Oc3ccccc3)c2)cc1,-1.1%,-37%,-2%,-3%,-4%,14%,-1%,-6%

# Entries listed so far that have a Cl atom, in the order listed:
SMILES,Epigenetic derep,RGS12 GoLoco inh,SMN2 splice up,KDM4E inh,RECQ1 helicase,NPSR antagonist,Luc counter,IMPase Li inh
O=C(NNC(=O)c1ccccc1Cl)c1ccncc1,1.0%,3%,-2%,-5%,-4%,13%,-1%,-1%
COc1cc(/C=C2\SC(=O)N(c3ccccc3Cl)C2=O)cc([N+](=O)[O-])c1O,-0.6%,-3%,/,-13%,?,?,-3%,6%
Cc1ccc(Nc2nc(-c3sc(NC(=O)c4cccc(Cl)c4)nc3C)cs2)cc1,-1.9%,8%,-11%,-6%,-2%,-2%[46.1 µM],-4%,7%[38.3 µM]
COc1cc(N)c(Cl)cc1Cl,3.4%,18%,10%,4%,-1%,12%,0%,0%
COC(=O)CSc1nnc(-c2sc3cc(OC)ccc3c2Cl)n1C,-1.9%,7%,/,-3%,4%,-13%[46.1 µM],-1%,32%[38.3 µM]
Fc1ccc(NC(=S)Nc2ccc(Cl)cc2Cl)cc1,-0.1%,10%,-6%,-2%,i,-15%,1%,2%
Cc1nnc(-c2ccc(Cl)cc2)[nH]c1=O,-1.7%,-5%,/,-7%,-9%,1%,2%,-1%

# This is a subset; rates above refer to the full screens.
